Screening data: PubChem BioAssay, The Scripps Research Institute Molecular Screening Center
TbREL1 inh – TbREL1 inhibition, primary screen. inhibition, % at 9.66 µM. 89,000 compounds, 0.49% hits. P86926. AID 1117264. TbREL1 RNA ligation, FRET fluorescence;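 active means inhibition above the mean inhibition across all screened compounds plus 3 SD, cut at about 11% in these data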;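 further: 0% = plate median of test wells and 100% = NSC42067 control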
Target sequence (P86926 whole entry, looked up): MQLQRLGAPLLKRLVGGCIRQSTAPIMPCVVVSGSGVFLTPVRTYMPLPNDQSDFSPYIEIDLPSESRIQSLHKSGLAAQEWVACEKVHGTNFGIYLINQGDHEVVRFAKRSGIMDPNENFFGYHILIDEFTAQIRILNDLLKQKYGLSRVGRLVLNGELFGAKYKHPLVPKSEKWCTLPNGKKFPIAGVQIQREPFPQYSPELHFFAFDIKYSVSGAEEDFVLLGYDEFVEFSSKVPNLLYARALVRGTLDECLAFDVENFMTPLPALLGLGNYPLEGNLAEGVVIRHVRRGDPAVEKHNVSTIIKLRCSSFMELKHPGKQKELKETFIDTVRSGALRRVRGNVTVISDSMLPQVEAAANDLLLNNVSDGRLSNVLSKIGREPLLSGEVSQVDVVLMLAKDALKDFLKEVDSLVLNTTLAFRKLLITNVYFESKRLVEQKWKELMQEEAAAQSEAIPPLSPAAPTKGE
An asterisk follows results filed as active.

compound,TbREL1 inh
O=C(c1ccc2c(c1)N(Cc1ccccc1)CCS2)N1CCOCC1,-5
O=C(O)c1c[nH]ccc1=O,-2
COc1ccc(S(=O)(=O)N2CCCCCC2)cc1C(=O)Nc1ccccn1,1
COC(=O)[C@]12CCCCC=C1N(Cc1ccc(OC)cc1)C(=O)[C@@H]2CC(=O)N1CCSCC1,3
C[C@H](CO)N1C[C@H](C)[C@@H](CN(C)S(=O)(=O)c2ccc(Cl)cc2)Oc2ccc(NS(=O)(=O)c3ccccc3)cc2CC1=O,1
Cc1ccc(S(=O)(=O)Nc2ccc3c(c2)c2c(n3S(=O)(=O)c3ccc(C)cc3)CCCC2=O)cc1,0
Cc1ccc([N+](=O)[O-])cc1S(=O)(=O)N1CCN(C)CC1,2
O=C1CCc2cc(S(=O)(=O)NC(Cc3ccccc3)C(=O)NCCC3=CCCCC3)ccc2N1 (stereo not drawn),1
Cc1cc(=O)[nH]c(-n2[nH]c3c(c2=O)CCCC3)n1,-6
CCCCOc1ccc(C(=O)Nc2ccc(N3CCN(C(=O)C(C)C)CC3)cc2)cc1,-5
NC(=O)[C@H]1CC2(CC(c3cccc(NC(=O)COc4ccc(Cl)cc4)c3)=NO2)CN1C(=O)c1ccccc1C(=O)c1ccccc1 (stereo partly drawn),3
CCC/C(=C1/c2ccccc2C(=O)N1c1ccccc1)c1ccc2[nH]ccc2c1,3
Cc1ccc(NS(=O)(=O)c2cc(NC(=O)c3cc4c(s3)CCCC4)ccc2C)c(C)c1,2
CCCCN1C(N)=NC[C@@H]1C(C)O (stereo partly drawn),0
Cc1cccc(OCC(=O)N2CCC(c3ccccc3)C2)c1 (stereo not drawn),-2
CN(C)CCCNC(=O)c1cc(S(=O)(=O)N2CCOCC2)ccc1F,2
CC(=O)NCCn1c(SCC(=O)NCC2CCCO2)nc2ccccc2c1=O (stereo not drawn),2
OC[C@@H]1CN(Cc2cccs2)C[C@H](n2cnc3c(N4CCOCC4)ncnc32)O1,-2
N#C/C(=C\c1ccc(N2CCOCC2)o1)C(=O)N1CCOCC1,-3
Cc1ccc(S(=O)(=O)NCC(=O)OCC(=O)Nc2ccc3c(c2)OCCO3)cc1,1
COC(=O)CCCCCC(CCC(=O)OC)NC(C)=O (stereo not drawn),1
COc1ccccc1-c1nnc(SC(C)C(=O)N2CCOCC2)o1 (stereo not drawn),0
CC1(C)CC(=O)C=C(NCCN2CCNCC2)C1,1
COc1ccc(C(=O)NCC(=O)O)cc1,7
O=C(c1cccc2cccc(O)c12)N1CCCCC1,0

6 entries picked at random from the list so far, as already listed:
compound,TbREL1 inh
CCCCOc1ccc(C(=O)Nc2ccc(N3CCN(C(=O)C(C)C)CC3)cc2)cc1,-5
Cc1ccc(NS(=O)(=O)c2cc(NC(=O)c3cc4c(s3)CCCC4)ccc2C)c(C)c1,2
CC(=O)NCCn1c(SCC(=O)NCC2CCCO2)nc2ccccc2c1=O (stereo not drawn),2
COC(=O)[C@]12CCCCC=C1N(Cc1ccc(OC)cc1)C(=O)[C@@H]2CC(=O)N1CCSCC1,3
CC1(C)CC(=O)C=C(NCCN2CCNCC2)C1,1
Cc1cccc(OCC(=O)N2CCC(c3ccccc3)C2)c1 (stereo not drawn),-2

(further entries)
compound,TbREL1 inh
CCC1Oc2ccc(C)cc2N(CC(=O)N(Cc2cccnc2)Cc2ccc(C)o2)C1=O (stereo not drawn),-1
Nc1nc2nc(-c3ccc(OCc4ccccc4)cc3)cc(C(F)(F)F)n2n1,0
CCN(CC)C(=O)CSc1nc(O)c(Cc2ccc(OC)cc2)c(=O)[nH]1,-5
CCS(=O)(=O)c1nc(S(=O)(=O)c2ccc(Cl)cc2)c(NCc2ccccn2)s1,0
Cc1nn(-c2ccccc2)c2c1C(=O)N(c1ccccc1)C(=O)C(C)(C)C2,0
CC(C)C(=O)Nc1ccc(-c2csc(-c3ccccc3)n2)cc1,0
CC(C)C(NC(=O)c1ccc(C(C)(C)C)cc1)C(=O)NCCc1ccccn1 (stereo not drawn),0
COCCCNC(=S)N1CCN(C(=O)C(=O)Nc2ccc(C(=O)OC)cc2)CC1,-8
Cc1cc(C(=O)N2CCC(C(=O)O)CC2)c(C)o1,-1
CCOC(=O)c1cn(-c2ccccc2)nc1-c1ccncc1,6
CN1CCN(C(=O)C2=C[C@@H](c3ccc(C(F)(F)F)cc3)C[C@@H](OCCCCO)O2)CC1,-2
CCN(Cc1ccccc1)S(=O)(=O)c1ccc(C(=O)N(CCCN(C)C)c2nc3ccc(F)cc3s2)cc1,5
CCc1cccc(C)c1NC(=O)CSc1nnc(CCCOc2ccc(Cl)cc2Cl)n1C,9
Cc1ccccc1C(=O)c1cccn1CC(=O)N1CCCCCC1,-1
Cc1cc(NS(=O)(=O)c2ccc(NC(=O)/C=C/c3ccc(C)o3)cc2)nc(C)n1,9
O=C(CN1CCN(c2ccc(F)cc2)CC1)Nc1ccccc1C(=O)NCCc1ccccc1,-1
Cc1cccc(NC(=O)CNC(=O)CN2C(=O)NC(C)(CCC(C)C)C2=O)c1C (stereo not drawn),4
CCOC(=O)Nc1ccc2c(CN3C(=O)NC4(CCCC4)C3=O)cc(=O)oc2c1,0
COC(=O)C1=C(C(=O)OC)[C@@H]2N(Cc3ccccc3)c3ccccc3[C@@]23C[C@@H](C(=O)OC)N(C(=O)NC(C)(C)C)C3=N1,-1
O=C(CSc1nnc(-c2ccco2)n1CC1CCCO1)c1ccc(F)cc1 (stereo not drawn),-2
COC1=CC(=O)OC12CCCCC2,3
Cc1ccc(SCC(=O)OCC(=O)NCCCc2ccccc2)cc1,2
COC(=O)c1c(N2C(=O)CC(Sc3ccccc3C(=O)O)C2=O)sc2c1CCCC2 (stereo not drawn),-1
Cc1ccc(/C(O)=C2/C(=O)C(=O)N(CCN3CCOCC3)C2c2ccccn2)cc1 (stereo not drawn),2
COc1ccc(-c2cc3nnc(-c4ccccc4)nc3s2)cc1,0
CCOc1ccc(NC(=O)CSc2nnc(-c3n[nH]c4c3CCC4)n2N)cc1,0
CCOC(=O)c1sc(NC(=O)CSc2nncn2C)nc1C,3
COc1ccc(-c2nc3n(c2Br)CCC3)cc1,0
COc1ccc(Cc2c(C(C)(C)C)nc3ccc(C)cn23)c(C)c1,3
O=C(Nc1ccccc1C(=O)N1CCOCC1)c1ccc(F)cc1,1
CC(=O)c1ccc(S(=O)(=O)Nc2ccc(-n3cnnn3)cc2)cc1,5
CCOc1ccc(-n2c(SCC(=O)Nc3ccc(S(=O)(=O)Nc4nccs4)cc3)nnc2-c2ccc(C(C)(C)C)cc2)cc1,-2
COC(=O)c1ccccc1Oc1ccc(NC(=O)CCCl)cc1,2
COc1ccc(CCC(=O)NCc2cn3ccsc3n2)cc1,1
O=C(Nc1ccccc1)[C@@H]1CC=C[C@@H]2CCN(Cc3ccc(Cl)c(Cl)c3)C(=O)[C@@H]21,0
Cc1c(C(=O)NCc2cccc(C(F)(F)F)c2)sc(=O)n1Cc1ccccc1F,-4
Cc1c(Cl)cccc1NC(=O)NCCCN1CCCC1=O,5
O=C(CCCOc1ccccc1)N1CCN(S(=O)(=O)c2cccc(F)c2)CC1,3
CCOC(=O)c1c(-c2ccco2)csc1NC(=O)COC(=O)c1cnccn1,1
COc1ccc2nc(-c3ccccc3)nc(SCC(=O)NCC3CCCO3)c2c1 (stereo not drawn),2
CC(=O)Nc1cncc(-c2ccc(CN(C)C)cc2)n1,0
COc1ccccc1Nc1ccc(Nc2ccccc2OC)nn1,-2
NC(=O)c1cc2ccccc2o/c1=N/NC(=O)c1cccs1,0
COc1cc(NC(=O)c2ccc(N)nc2)cc(C(=O)Nc2cccc(C(F)(F)F)c2)c1,6
CCOC(=O)c1sc(NC(=O)OC)c(C(=O)OC)c1C,-1
O=C(O)C(Cc1ccc(O)cc1)N1C(=O)c2c(Cl)c(Cl)c(Cl)c(Cl)c2C1=O (stereo not drawn),7
O=C(O)C1CC=CCC1C(=O)Nc1cccc(Cl)c1 (stereo not drawn),0
NC(N)=NS(=O)(=O)c1ccc(NC(=S)NC(=O)/C=C/c2ccc(F)cc2)cc1,1
O=C1C=C(c2ccc3ncccc3c2)C[C@@H](c2ccc3c(c2)OCO3)C1,6
Cc1sc2ncnc(N3CCC(C(=O)Nc4cc(S(C)(=O)=O)ccc4Cl)CC3)c2c1C,-2

The list goes on:
compound,TbREL1 inh
COc1cc(C)ccc1OCCON1C(=O)CCC1=O,1
CN1CCN(c2ccc(NC(=O)c3ccc(Cl)cc3)cn2)CC1,1
COc1ccc(OC)c(-c2cc(C(=O)N3CCOCC3)no2)c1,100*
O=C(COC(=O)C1CC(=O)N(Cc2ccco2)C1)Nc1ccccc1[N+](=O)[O-] (stereo not drawn),4
CC(C)c1ccc(N(CC(=O)NCCSC(C)(C)C)S(C)(=O)=O)cc1,2
COc1cccc(-c2nc(CS(=O)CC(=O)O)c(C)o2)c1 (stereo not drawn),0
Nc1cc(=O)[nH]c(SCC(=O)Nc2cc(Cl)ccc2Cl)n1,2
COC(=O)c1cnn(-c2ccc(F)cc2F)c1/C=N/NC(=S)Nc1ccccc1,9
N=c1c(C(=O)NCC2CCCO2)cc2c(=O)n3ccccc3nc2n1C1CCCCC1 (stereo not drawn),3
O=C(c1ccc(Cl)cc1)N1CCN(c2ccccn2)CC1,1
CCOC(=O)CSc1nc(Cc2ccccc2)nc2ccccc12,-1
O=C(NC1CCCCC1)C(c1c(F)cccc1Cl)N(C(=O)c1csnn1)C1CC1 (stereo not drawn),-3
COc1ccc(OC)c(CCNC(=O)CC2Oc3ccccc3NC2=O)c1 (stereo not drawn),0
CCOc1ccc(-n2c(SCC(=O)Nc3ccc(S(=O)(=O)Nc4cc(C)nc(C)n4)cc3)nnc2-c2ccncc2)cc1,-6
COc1ccc(-n2c(C)c(C(=O)O)c3cc(OC)c4ccccc4c32)cc1,-3
Cc1cc(C)nc(N2CCN(c3nc(-c4ccccc4)nc4c3oc3ccccc34)CC2)n1,0
COc1cc(O)c(/C=N/NC(=O)c2ccncc2)c(OC)c1[N+](=O)[O-],11
CC(C)(C)NCC(O)CON=C1c2ccccc2-c2ccccc21 (stereo not drawn),7
COCCNC(=O)/C(C#N)=C/c1ccc(OCc2ccccc2)cc1,5
CCNc1ccc(Br)cc(C(=O)/C=C/c2ccc(Cl)cc2Cl)c1=O,10
Cc1ccccc1Cn1c(C)c(C(=O)NCc2cccc(C(F)(F)F)c2)sc1=O,7
CCc1ccc2nc(-c3cccc(C)c3)nc(SCC(=O)NCC3CCCO3)c2c1 (stereo not drawn),-2
CCOC(=O)c1[nH]c(C)c(C(=O)NC2CCCCCC2)c1C,5
CCOc1ccc(CCNC(=O)CSc2cc(=O)n(C)c3ccc(Cl)cc23)cc1OCC,-2
CCOC(=O)c1ccc(NS(=O)(=O)c2ccc3oc(=O)[nH]c3c2)cc1,-2
N#Cc1ccsc1NC(=O)COC(=O)c1cc(Br)ccc1O,-1
COc1cc(C=O)ccc1OCC(=O)Nc1ccccc1N1CCOCC1,0
Cc1noc(C)c1C(=O)NCC1COc2ccccc2O1 (stereo not drawn),-2
CC(C)NC(=O)N(C)C[C@H]1Oc2c(NC(=O)C3CCCCC3)cccc2C(=O)N([C@H](C)CO)C[C@@H]1C,-4
CCN(C(=O)c1cccc(NC(=O)c2ccccc2)c1)C1CCCCC1,5
Cc1ccc(S(=O)(=O)NCC(=O)NCC(=O)N(C)Cc2ccc(Br)s2)cc1C,-1
O=c1cc(CSc2nnnn2-c2ccccc2)nc2nc[nH]n12,1
CCCn1c(SCC(=O)Nc2nc(C)cs2)nnc1-c1cccnc1,-1
COc1ccc(CNC(=O)COC(=O)/C=C/c2ccc(S(=O)(=O)N3CCOCC3)cc2)cc1,-3
CC(C)c1ccc(C(N)=S)cc1,0
COC(=O)c1ccc2c(c1)C(C)(C)C(/C=C/c1ccccc1O)=[N+]2C,1
CN(CCc1ccccc1)C(=O)c1ccc(NC(=O)Cc2ccc(NC(=O)C3CCCN(C(=O)c4ccccc4)C3)cc2)cc1 (stereo not drawn),1
Cc1ccc(NC(=O)C2CCN(S(=O)(=O)c3ccc4c(c3)OCCO4)CC2)c(O)c1,-3
NC(=O)C1CC(O)CN1c1nc(CN2CCOCC2)nc2scc(-c3ccccc3)c12 (stereo not drawn),-1
Nc1nc(-c2ccccc2)cn1N,3
COc1ccc(N2C(=O)NC3CC2(C)Oc2ccccc23)cc1 (stereo not drawn),-1
COC(=O)C1=C(C)Nc2c(c(=O)n(C)c(=O)n2C)C1c1cccc(O)c1 (stereo not drawn),-2
CC(Sc1ccccc1)C(=O)N/N=C/c1ccccc1 (stereo not drawn),-3
Cc1cc(NC(=O)COc2ccc(N(C)S(=O)(=O)c3ccccc3)cc2)no1,-1
Cc1c(NC(=O)c2nn3c(C(F)(F)F)cc(-c4ccccc4)nc3c2Br)c(=O)n(-c2ccccc2)n1C,1
COc1ccc(/C=N/Nc2nc(=O)[nH]nc2C)cc1OC,0
C[C@H]1C2CC(OC(=O)Nc3ccccc3C(F)(F)F)C(C2)[C@H]2CCCCN21 (stereo partly drawn),0
CCN(CC)Cc1c[nH]c2c(C(=O)OC)cccc12,0
CN(C(=O)COC(=O)C1=COCCO1)C1(C#N)CCCCC1,1
O=C(O)c1cccnc1-c1ncccc1C(=O)O,2
CC1CC(C)CN(C(=O)c2ccc3c(c2NCCO)C(=O)c2ccccc2C3=O)C1 (stereo not drawn),-2
CCOC(=O)c1c(NC(=O)COC(=O)c2cccnc2OCC)sc(C(=O)N(CC)CC)c1C,0

Only part of the results is shown; the hit share may differ from the screen's.
